Compound activity: PubChem, several laboratories
NADH enzymes: inhibitors of enzymes used to reach an NAD/NADH endpoint | coupled PK/LDH NADH assays, four targets | IC50, µM (doses to about 10 µM), for the others: at the highest dose inhibition | 0.02% of 65,000 active | AID 774;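 active = single-dose screening hits from any of four coupled enzyme assays that gave an IC50 when retested across doses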;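 also: the DPM-DC format reads NADH fluorescence rather than 340 nm absorbance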
HEK293 NFkB inh: lowers PMA/ionomycin-induced NF-kB signal in HEK293 cells; 0.21% of 62,000 active; HEK-293 NF-kB luciferase reporter, luminescence; inhibition, % at 3 µM;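 active = inhibition above the mean of all tested compounds plus 3 SD, cut at about 40% in these data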;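 also: 0% = stimulated DMSO wells and 100% = 10 µM reference inhibitor 5653914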
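System: NF-kB luciferase reporter HEK-293 cells | Replication: Single test | Control set: DMSO vs reference inhibitor | Evaluation: % inhibition | Schedule: 1 h pretreatment, 16 h stimulation, 37 °C | Probe or stimulus: PMA with ionomycin | Compound dosing: One dose, 3 µM | Detection: Luciferase luminescence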
Ecoli tolC: E. coli tolC mutant growth inhibition; E. coli BW25113 tolC mutant growth, OD615; growth inhibition, % at 10 µM (by protocol); 2.2% of 65,000 active;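 active = growth inhibition at or above a cutoff equal to the mean over every tested compound plus 3 SD, cut at about 60% in these data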;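 also: growth measured after 20 h incubation at 37 °C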
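signal = optical density read at 615 nm | test system = E. coli ΔtolC::kan strain BW25113 | timing = 20 h compound exposure of bacteria at 37 °C | buffer or medium = LB medium plus 50 µg/mL kanamycin | compound dosing = 10 µM final, single dose | evaluation = % inhibition of E. coli growth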
PKA inh: PKA (human) kinase inhibition; 0.1% of 65,000 active; inhibition, % at 6 µM; PKA Kemptide phosphorylation, Kinase-Glo ATP luminescence;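 active = inhibition above the screen-wide mean inhibition plus 3 SD, cut at about 21% in these data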; also: many of its hits are not listed in these tables
Autofluor 339: intrinsic fluorescence of library compounds, ex339/em460 – biochemical, MLSMR library, data from DPM-DC assay, artefact control, profiling panel; compound autofluorescence, ex339/em460 nm, NADH buffer; stronger effect = higher value; 1 = no-compound wells, NADH background; fluorescence fold increase at 10 µM; 5.5% of 65,000 active; AID 709;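 active = at 10 µM, mean starting fluorescence two-fold or more over control wells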;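 also: signal is the first read of a kinetic run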
MMP13 inh: MMP13 (human) collagenase inhibition | MMP-13 fTHP FRET cleavage, Mca fluorescence | inhibition, % at 4 µM | 0.07% of 65,000 active | AID 570;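 active = inhibition above the mean of compound-free control plate wells plus 3 SD, cut at about 14% in these data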;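 also: 0% = DMSO wells and 100% = wells with reference MMP-13 inhibitor after basal subtraction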
Abs 340nm: compound absorbs light at 340 nm; 65,000 tested, under 10 active; AID 708; fold change at 10 µM; compound absorbance at 340 nm, fold over control;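 active = at 10 µM dose, initial 340 nm absorbance at least 2 fold that of control wells; inactive = change under 2 fold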;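 also: initial absorbance extrapolated from kinetic A340 decline of NADH oxidation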
JNK3 inh: inhibitors of human JNK3 kinase. P53779. purified JNK3 kinase activity, HTS. inhibition, % at 8 µM. 0.61% of 60,000 active. AID 746; in the data active = inhibition above about 17%;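 also: 0% = DMSO and 100% = reference inhibitor; many of its hits are not listed in these tables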
ROCK2 inh: inhibitors of human Rho kinase 2. O75116. inhibition, % at 6 µM. 0.35% of 60,000 active. purified ROCK2, Kinase-Glo ATP depletion luminescence. AID 604;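 active = inhibition above the screen-wide mean inhibition plus 3 SD, cut at about 18% in these data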;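 also: plate controls were DMSO wells for no effect and Y-27632 control wells after no-enzyme background subtraction for full effect; many of its hits are not listed in these tables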
Target sequence (O75116 whole entry, looked up): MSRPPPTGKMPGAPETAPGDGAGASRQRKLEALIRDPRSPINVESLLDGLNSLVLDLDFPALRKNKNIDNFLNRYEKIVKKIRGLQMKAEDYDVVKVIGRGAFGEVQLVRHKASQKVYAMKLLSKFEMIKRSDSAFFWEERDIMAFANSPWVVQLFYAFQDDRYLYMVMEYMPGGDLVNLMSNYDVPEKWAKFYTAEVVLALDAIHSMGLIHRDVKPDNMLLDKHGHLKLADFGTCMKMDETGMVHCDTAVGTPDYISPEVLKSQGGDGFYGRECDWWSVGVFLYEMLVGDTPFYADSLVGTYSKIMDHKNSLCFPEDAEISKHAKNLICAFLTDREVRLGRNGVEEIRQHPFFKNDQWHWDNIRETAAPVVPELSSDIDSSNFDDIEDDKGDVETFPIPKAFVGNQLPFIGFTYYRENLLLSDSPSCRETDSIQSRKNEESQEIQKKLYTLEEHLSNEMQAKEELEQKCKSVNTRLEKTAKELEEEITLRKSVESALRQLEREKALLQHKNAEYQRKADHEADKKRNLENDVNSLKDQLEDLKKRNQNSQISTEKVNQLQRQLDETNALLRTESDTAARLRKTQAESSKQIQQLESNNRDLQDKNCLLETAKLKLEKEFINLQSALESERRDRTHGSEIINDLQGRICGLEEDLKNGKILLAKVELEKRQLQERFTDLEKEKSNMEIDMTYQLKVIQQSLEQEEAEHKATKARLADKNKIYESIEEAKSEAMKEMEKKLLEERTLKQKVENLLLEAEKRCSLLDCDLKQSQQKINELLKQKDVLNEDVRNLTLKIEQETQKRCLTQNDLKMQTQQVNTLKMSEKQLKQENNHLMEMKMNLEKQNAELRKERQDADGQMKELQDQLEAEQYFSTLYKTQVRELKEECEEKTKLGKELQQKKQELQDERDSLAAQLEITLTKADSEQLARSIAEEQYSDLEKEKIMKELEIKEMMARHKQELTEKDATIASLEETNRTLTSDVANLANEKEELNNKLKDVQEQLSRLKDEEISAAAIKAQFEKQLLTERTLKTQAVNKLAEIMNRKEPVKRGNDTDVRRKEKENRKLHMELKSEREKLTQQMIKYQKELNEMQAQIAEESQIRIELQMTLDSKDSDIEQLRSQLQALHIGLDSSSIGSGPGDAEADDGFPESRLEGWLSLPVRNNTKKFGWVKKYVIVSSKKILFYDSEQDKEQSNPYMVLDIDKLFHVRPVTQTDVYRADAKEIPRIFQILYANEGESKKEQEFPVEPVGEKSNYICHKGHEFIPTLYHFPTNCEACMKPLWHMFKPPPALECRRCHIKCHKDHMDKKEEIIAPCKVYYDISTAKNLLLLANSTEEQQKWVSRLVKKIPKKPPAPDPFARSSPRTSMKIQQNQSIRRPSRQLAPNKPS
* = called active by the depositor; . = not tested or not shown; [ ] = remark or other dose. Some of the compounds tested; count on the stated rates, not on these rows.

Second line of a record – HEK293 NFkB inh | ROCK2 inh | PKA inh | Ecoli tolC | Abs 340nm | MMP13 inh | Autofluor 339 | JNK3 inh | NADH enzymes
- O=C(COc1ccc(-n2cnnn2)cc1)NC(=O)NCc1ccccc1
    21 | 4 | 12 | 4 | 1 | 3 | 1 | -5 | 6%
- O=C(CCCN1C(=O)c2ccccc2C1=O)Nc1ccc(S(=O)(=O)N2CCOCC2)cc1
    0 | 7 | 10 | -6 | 1.1 | -9 | 1.2 | 6 | 9%
- CCN(CCCNC(=O)COc1cc(=O)n(C)c2ccccc12)c1cccc(C)c1
    11 | 2 | -1 | 14 | 1 | 3 | 1.1 | -2 | 6%
- Cc1ccc(C)c(NS(=O)(=O)c2cc(C(N)=O)ccc2C)c1
    8 | 7 | 10 | -3 | 1 | -1 | 1 | -4 | 7%
- CC(C)c1ncc(C(O)c2cccc3ccccc23)n1C (stereo unspecified)
    -4 | 0 | 3 | -1 | 0.99 | -3 | 1 | 1 | 2%
- CCOc1ccc(NC(=O)c2nccnc2CO)cc1
    -31 | 1 | 9 | -14 | 1.1 | 1 | 1 | 3 | 3%
- C=CCn1c(Cc2cccs2)nnc1SCC(=O)Nc1cc(OC)cc(OC)c1
    11 | -1 | 0 | 17 | 1 | 4 | 1.1 | -5 | 8%
- COc1cccc(C(=O)N2CCN=C2SCc2cccnc2)c1OC
    -1 | 3 | 6 | -5 | 1 | 5 | 1.1 | 2 | 3%
- CC1CCCCN1S(=O)(=O)c1ccc(NC(=O)c2cccc(-n3cnnn3)c2)cc1 (stereo unspecified)
    14 | -1 | 1 | 47 | 1 | 2 | 1.1 | 2 | 3%
- CCc1ccc2c(CN3CCN(S(=O)(=O)c4ccc5c(c4)OCCO5)CC3)cc(=O)oc2c1
    12 | -1 | -4 | 12 | 1 | 4 | 1.2 | -4 | 5%
- CCCn1c(SCC(=O)N2CCCc3ccccc32)nc2c1c(=O)n(C)c(=O)n2C
    9 | 6 | 7 | 10 | 0.98 | -9 | 1.1 | 1 | 5%
- CCOCCCNS(=O)(=O)c1ccc(Br)cc1
    10 | 6 | 6 | -9 | 1 | 5 | 1.1 | 0 | 7%
- Cc1csc2ncc(C(=O)NC(C)c3ccccc3)c(=O)n12 (stereo unspecified)
    1 | 4 | 4 | 13 | 1.2 | -88[fluorescence artefact?] | 2.1* | 0 | 6%[fluoresces]
- Cc1cnc(NC(=O)C(C)N2C(=O)C3CC=CCC3C2=O)s1 (stereo unspecified)
    5 | 2 | 2 | -11 | 1 | -1 | 1.1 | 6 | 3%
- CC(=O)c1cccc(N(CC(=O)O)S(C)(=O)=O)c1
    2 | 3 | 8 | -17 | 1 | 5 | 1.1 | 1 | 8%
- O=c1c2[nH]c3ccccc3c2ncn1CCN1CCCCC1
    8 | 6 | 7 | -27 | 1 | -26 | 2.1* | -1 | 11%
- CCCC(C(=O)NC1CCCC1)N(Cc1cccs1)C(=O)c1snc(C(N)=O)c1N (stereo unspecified)
    1 | 1 | 2 | 21 | 1.1 | -1 | 1.6 | -7 | 11%
- CCC(=O)Nc1ccc(Nc2ccccc2)cc1
    0 | -2 | -2 | 7 | 1 | 4 | 1.1 | -8 | 6%
- O=C(Cn1nnc2c(cnn2-c2ccccc2)c1=O)NCc1cccs1
    6 | 0 | -2 | -12 | 0.99 | 1 | 1.2 | 0 | 6%
- COc1ccccc1NC(=O)CSC1CC(=O)N(c2ccc3c(c2)OCO3)C1=O (stereo unspecified)
    14 | 10 | 5 | -6 | 1 | -1 | 1 | 0 | 1%
- O=C(NCC1CCCO1)C1CC(=O)N(c2ccc(F)c(Cl)c2)C1 (stereo unspecified)
    12 | 6 | 6 | -8 | 1 | 4 | 1.1 | 5 | 3%
- CC(C)N(C(=O)CN(C#N)c1nc(N(C)C)nc(N(C)C)n1)c1ccccc1
    25 | 4 | 1 | -2 | 1 | -1 | 1.1 | -1 | 4%
- COc1ccc(-n2ncc3c(N4CCN(c5cc(C)ccc5C)CC4)ncnc32)cc1
    5 | 5 | 4 | -28 | 1.1 | -5 | 0.82 | -1 | 11%
- CCOC(=O)CSc1nc2sc3c(c2c(=O)[nH]1)CCCC3
    28 | -1 | -4 | 5 | 1 | 5 | 1.1 | 1 | 7%
- Cc1ccc(S(=O)(=O)c2nc(NCCCn3ccnc3)sc2Cl)cc1
    13 | 2 | 12 | 16 | 0.98 | 2 | 1.1 | 4 | 6%
- CC(C)CCSc1nc(N)c(C#N)cc1C#N
    -5 | 8 | 12 | 24 | 1.1 | -1 | 1.4 | 1 | 11%
- COC(=O)C(CC(C)C)NC(=O)c1ccc(F)cc1 (stereo unspecified)
    11 | 4 | 7 | -9 | 1 | -1 | 1.1 | 1 | 9%
- O=C(O)C1CSC(CCc2ccccc2)N1 (stereo unspecified)
    . | 11 | 6 | 15 | 1 | -2 | 1.1 | -7 | 3%
- O=C(CN1CCOCC1)Nc1ccc(S(=O)(=O)NC2CCCCC2)cc1
    -7 | 4 | 8 | 0 | 0.99 | 1 | 1.1 | -1 | 10%
- Cc1ccccc1C(C(=O)NCc1ccco1)N(CC1CCCO1)C(=O)Cn1nnc2ccccc21 (stereo unspecified)
    13 | 3 | 3 | 12 | 1.1 | 6 | 1.1 | 2 | 2%

Part of the list above in order of heavy-atom count, descending.
Second line of a record – HEK293 NFkB inh | ROCK2 inh | PKA inh | Ecoli tolC | Abs 340nm | MMP13 inh | Autofluor 339 | JNK3 inh | NADH enzymes
- CC(C)N(C(=O)CN(C#N)c1nc(N(C)C)nc(N(C)C)n1)c1ccccc1
    25 | 4 | 1 | -2 | 1 | -1 | 1.1 | -1 | 4%
- O=C(NCC1CCCO1)C1CC(=O)N(c2ccc(F)c(Cl)c2)C1 (stereo unspecified)
    12 | 6 | 6 | -8 | 1 | 4 | 1.1 | 5 | 3%
- O=C(O)C1CSC(CCc2ccccc2)N1 (stereo unspecified)
    . | 11 | 6 | 15 | 1 | -2 | 1.1 | -7 | 3%

Some values from above:
Ecoli tolC with O=C(CN1CCOCC1)Nc1ccc(S(=O)(=O)NC2CCCCC2)cc1 = 0
PKA inh with Cc1ccccc1C(C(=O)NCc1ccco1)N(CC1CCCO1)C(=O)Cn1nnc2ccccc21 (stereo unspecified) = 3

Next section
Second line of a record – HEK293 NFkB inh | ROCK2 inh | PKA inh | Ecoli tolC | Abs 340nm | MMP13 inh | Autofluor 339 | JNK3 inh | NADH enzymes
- S=C(c1ccc(N2CCCC2)cc1)N1CCCCC1
    -4 | -2 | -4 | 27 | 1.1 | 4 | 1.1 | -5 | 1%
- Cc1ccc(Cn2ccc(NC(=O)c3cc(-c4ccc5c(c4)OCO5)on3)n2)cc1
    -19 | 6 | 4 | -13 | 1.1 | 1 | 2 | -4 | 8%
- CN(c1ccccc1C(=O)Nc1ccc(S(=O)(=O)N2CCCCC2)cc1)S(C)(=O)=O
    19 | 2 | 5 | 100* | 1.1 | 3 | 1.1 | 0 | 3%
- COCCNC(=O)C(c1ccc(C)o1)N(Cc1ccc(OC)cc1)C(=O)Cn1nnc2ccccc21 (stereo unspecified)
    3 | 0 | 2 | -2 | 1 | -3 | 1.1 | 4 | 3%
- NC(=O)C1CCN(C(=O)C2CCN(S(=O)(=O)c3ccccc3)CC2)CC1
    18 | -6 | 3 | -11 | 1.1 | -8 | 1.1 | -4 | 6%
- O=S(=O)(c1cccc(-c2nnc(SC(F)F)n2-c2ccccc2)c1)N1CCCCC1
    27 | -4 | 2 | 11 | 1 | 6 | 1.1 | -5 | 5%
- CC(C)C(OC(=O)c1ccco1)C(=O)NCc1ccco1 (stereo unspecified)
    2 | 6 | 10 | -11 | 1 | 3 | 1.1 | -3 | 4%
- O=C(CSc1nnc(COc2ccc(Cl)cc2)o1)N1CCN(c2ccccc2)CC1
    12 | 1 | -6 | 12 | 1 | 2 | 1.1 | -13 | 1%
- CCC(C)NC(=O)C(NS(=O)(=O)c1cccc2nsnc12)c1ccccc1 (stereo unspecified)
    9 | -2 | -2 | -18 | 1.1 | -2 | 1.1 | -8 | 4%
- C/C(N)=C(/C#N)C(=O)CSc1nnc(Nc2cccc(C)c2C)s1
    -3 | -5 | -3 | 7 | 1 | 2 | 0.99 | 2 | 5%

Profiles, looked up by structure:
O=S(=O)(c1cccc(-c2nnc(SC(F)F)n2-c2ccccc2)c1)N1CCCCC1 in the list: HEK293 NFkB inh: 27; ROCK2 inh: -4; PKA inh: 2; Ecoli tolC: 11; Abs 340nm: 1; MMP13 inh: 6; Autofluor 339: 1.1; JNK3 inh: -5; NADH enzymes: 5%
Cc1ccc(Cn2ccc(NC(=O)c3cc(-c4ccc5c(c4)OCO5)on3)n2)cc1 in the list: HEK293 NFkB inh: -19; ROCK2 inh: 6; PKA inh: 4; Ecoli tolC: -13; Abs 340nm: 1.1; MMP13 inh: 1; Autofluor 339: 2; JNK3 inh: -4; NADH enzymes: 8%

The list goes on:
Second line of a record – HEK293 NFkB inh | ROCK2 inh | PKA inh | Ecoli tolC | Abs 340nm | MMP13 inh | Autofluor 339 | JNK3 inh | NADH enzymes
- CCOC(=O)Cc1nnc(NC(=O)c2cccc(OCC)c2)s1
    6 | -4 | -4 | -11 | 1 | 1 | 1 | -3 | 7%
- Nc1nonc1-c1noc(N2CCCCC2)n1
    0 | 8 | 5 | -14 | 1 | 2 | 1.1 | 2 | 1%
- CCCN(CCC)S(=O)(=O)c1cccc(C(=O)Nc2ccc3c(c2)OCO3)c1
    -6 | -2 | 2 | 28 | 1 | -1 | 1.1 | -4 | 3%
- CCN(CC)C(=O)CSCC(=O)Nc1ccccc1
    7 | -1 | -2 | -19 | 1 | -5 | 1.1 | 5 | 5%
- COC(=O)C1=CN(C)C=C(C(=O)OC)C1c1ccc(O)c(OC)c1
    24 | 3 | -4 | -7 | 1 | -5 | 1.4 | 16 | 8%
- CCn1c(SCC(N)=O)nc2ccccc2c1=O
    5 | -2 | 3 | -3 | 1 | 2 | 1.1 | 7 | 8%
- CC(C)Cn1c(CCC(=O)O)ccc1-c1cccs1
    0 | 0 | 0 | 18 | 1.1 | -50 | 3.1* | 2 | 6%[fluoresces]
- N=c1c2c3c(sc2nc2n1CCCCC2)CCCCC3
    -6 | . | 2 | 6 | 1.1 | 0 | 1 | . | 2%
- COC(=O)C1C(=O)C2=C(CC1C)NC(C)=C(C(=O)OC1CCCCC1)C2c1ccc(N(C)C)cc1 (stereo unspecified)
    8 | . | 4 | 1 | 1.1 | -4 | 1.2 | . | 4%
- COc1ccc(C2C3=C(CCCC3=O)Nc3nc(SCc4ccccc4)nn32)cc1OC (stereo unspecified)
    7 | 1 | 4 | -9 | 1 | -3 | 1.3 | -3 | 4%
